High-throughput results (PubChem BioAssay)
RORgamma inh: blocks mouse ROR gamma transcriptional activity; P51450; AID 2551; Potency, µM (series often up to 53.6 µM), inactives show at the top dose activity change, negative = inhibition, actives largely listed as inhibitors; 310,000 compounds, 5.4% hits; Drosophila S2 Gal4-RORgamma UAS-luciferase reporter, 20 h; also: % is scaled to controls: 0 for no effect and ±100 for the full control effect; nearly all actives have a fitted effect of over 60% in size
Target sequence (P51450 whole entry, looked up, the tested form may be a part): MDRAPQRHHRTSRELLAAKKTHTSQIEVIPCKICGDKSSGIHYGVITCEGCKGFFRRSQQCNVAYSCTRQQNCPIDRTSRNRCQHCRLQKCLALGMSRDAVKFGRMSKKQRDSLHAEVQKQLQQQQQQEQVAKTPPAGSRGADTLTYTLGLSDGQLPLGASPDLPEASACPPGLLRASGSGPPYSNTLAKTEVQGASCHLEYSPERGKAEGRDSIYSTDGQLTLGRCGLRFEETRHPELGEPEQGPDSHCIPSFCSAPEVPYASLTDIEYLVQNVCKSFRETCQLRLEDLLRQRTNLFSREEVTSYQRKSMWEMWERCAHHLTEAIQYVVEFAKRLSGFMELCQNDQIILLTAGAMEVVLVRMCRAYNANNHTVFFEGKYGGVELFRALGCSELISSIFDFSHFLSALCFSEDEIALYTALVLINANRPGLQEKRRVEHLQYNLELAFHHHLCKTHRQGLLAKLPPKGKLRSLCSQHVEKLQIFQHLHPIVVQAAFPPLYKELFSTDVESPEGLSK
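A Gal4/UAS one-hybrid system in insect cells: metallothionein-promoter Gal4–ROR gamma fusion plus Photinus luciferase reporter. Copper sulfate 700 uM final, 20 hr ambient incubation, luminescent detection after 10 min with reagent.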
uPA surface inh: blocks generation of uPA at the cell surface; cell surface uPA generation assay, qHTS; Potency, µM (titrated, usually from 38.3 µM), for inactives: at the highest dose activity change, negative = inhibition, hits mostly inhibitors; 330,000 compounds, 0.31% hits; AID 540303; active = well fitted inhibition curve with a large enough effect; inconclusive = small, poorly fitted or top-dose-only effect; inactive = no such curve, though single readings can be large or run the other way; tested in mouse RAW 264.7 cells; also: % is scaled to controls: 0 for no effect and ±100 for the full control effect; nearly all actives have a fitted effect of over 55% in size
Rab9 promoter act: activators of Rab9 promoter. AID 485297. Huh7 Rab9 promoter-luciferase reporter, luminescence, 24 h. 320,000 compounds, 2.8% hits. Potency, µM (highest dose often 9.22 µM), without a hit: top-dose activation, negative = inhibition, actives largely listed as activators; also: % of control where 0% means no effect; nearly all actives have a fitted effect of over 60% in size
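Luminescence from Amplite-detected luciferase (10 minutes, ambient) reports Rab9 promoter activation. Before that, stable Rab9-luciferase Huh7 cells (1500/well, reduced-serum OP-MEM I plus 10% FBS) were exposed to compound for 24 hours at 37C.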
NPC1 promoter act: activates the NPC1 promoter. Potency, µM (doses to about 9.22 µM), inactives show at the highest dose activation, most hits filed as activators. 320,000 compounds, 2.4% hits. AID 485313. Huh7 NPC1 promoter luciferase reporter, 24 h;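 also: % of control where 0% means no effect; nearly all actives have a fitted effect of over 60% in size; reporter is driven by a mutant NPC1 promoter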
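Readout is luciferase luminescence, reflecting NPC1 promoter activation in stably transfected Huh7 cells after 24 h compound exposure at 37 °C in reduced-serum medium with 10% FBS.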
FLuc modulator: counter-screen for miR-21 project: firefly luciferase inhibitors or activators. Potency, µM (doses to about 57.5 µM), inactives show at the top dose activity change, negative = inhibition, usual class: inhibitors. purified FLuc, Km substrates, luminescence inhibition. 360,000 compounds, 6.9% hits;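 also: plate controls were vehicle for no effect and reference inhibitor for full effect; nearly all actives have a fitted effect of over 55% in size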
Target sequence (P08659 whole entry, looked up): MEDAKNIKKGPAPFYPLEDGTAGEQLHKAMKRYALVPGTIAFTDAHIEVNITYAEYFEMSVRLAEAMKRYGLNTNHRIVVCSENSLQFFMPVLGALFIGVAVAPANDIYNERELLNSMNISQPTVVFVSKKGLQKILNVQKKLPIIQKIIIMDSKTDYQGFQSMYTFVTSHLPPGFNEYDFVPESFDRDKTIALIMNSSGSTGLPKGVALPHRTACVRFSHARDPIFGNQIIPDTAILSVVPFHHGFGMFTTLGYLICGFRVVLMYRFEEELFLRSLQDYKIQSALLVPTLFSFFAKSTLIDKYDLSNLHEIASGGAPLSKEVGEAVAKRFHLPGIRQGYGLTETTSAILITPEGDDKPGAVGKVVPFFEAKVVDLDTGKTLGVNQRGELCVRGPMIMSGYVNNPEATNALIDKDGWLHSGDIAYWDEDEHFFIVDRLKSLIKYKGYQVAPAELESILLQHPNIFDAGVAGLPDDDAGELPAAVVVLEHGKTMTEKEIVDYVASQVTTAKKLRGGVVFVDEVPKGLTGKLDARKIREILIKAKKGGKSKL
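Purified P. pyralis luciferase, 10 nM final, with Km-level 10 uM D-luciferin and 10 uM ATP in 50 mM Tris acetate pH 7.5, 10 mM Mg acetate, 0.01% Tween-20, 0.05% BSA; 6-point qHTS titration about 60 µM downward; luminescence read.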
CXXC DNA block: MLL CXXC-DNA interaction inhibition; MLL-CXXC / FITC-HOXA9 DNA fluorescence polarization; Q03164; AID 2662; Potency, µM (highest dose often 115 µM), for inactives: top-dose activity change, negative = inhibition, usual class: inhibitors; 290,000 compounds, 0.037% hits; active = well fitted inhibition curve with a large enough effect in the polarisation, with a control signal flat, not every such curve was filed as active; inconclusive = small, poorly fitted or top-dose-only effect, or effect the other way, or a change in a side signal; inactive = no such curve, though single readings can be large or run the other way; the % refers to the polarisation
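Purified MLL-CXXC (added from a 7 uM solution) was preincubated 5 min at ambient with pinned compounds in 50 mM Tris-HCl pH 7.5, 50 mM NaCl, 1 mM DTT, 0.05% BSA. Fluorescein-labeled HOX-A9 DNA (50 nM solution) followed, 30 min, then polarization read.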
MBNL1 CUG block: blocks human MBNL1 binding to CUG repeat RNA. Potency, µM (top dose mostly 57.5 µM), inactives show at the highest dose activity change, negative = inhibition, usual class: inhibitors. TR-FRET MBNL1-His/biotin-(CUG)12 binding, 665/545 ratio. AID 2675. 280,000 compounds, 0.036% hits; active = well fitted inhibition curve with a large enough effect in the signal ratio, with a control signal flat, not every such curve was filed as active; inconclusive = small, poorly fitted or top-dose-only effect, or effect the other way, or a change in a side signal; inactive = no such curve, though single readings can be large or run the other way; the % refers to the signal ratio; also: % is scaled to controls: 0 for no effect and ±100 for the full control effect
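TR-FRET between His-tagged MBNL1 and biotin-(CUG)12 RNA, detected with Tb anti-His antibody (0.055 ng/ul) and streptavidin-XL665 (5 nM), 60 min at room temperature. Compounds titrated 92 nM to 58 uM; 665/545 nm ratio normalized to buffer and complex controls.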
ELG1 genotoxic: genotoxicity induction in ELG1-luciferase HEK293T cells; HEK293T ELG1-luciferase reporter, luminescence, 16 h; Potency, µM (titrated, usually from 46 µM), for inactives: at the highest dose activity change, positive = activation, actives largely listed as activators; 330,000 compounds, 1.3% hits; AID 504466; also: % of control where 0% means no effect; nearly all actives have a fitted effect of over 60% in size
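Quantitative HTS format in 1536-well plates. HEK293T ELG1-luciferase reporter cells receive test compound and are incubated 16 hr at 37 °C, 5% CO2; ONE-Glo added, 30 min room temperature, then luminescence read.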
VP16 counter: inhibits Gal4-VP16 luciferase reporter, ROR gamma counter-screen; Drosophila S2 Gal4-VP16 UAS-luciferase, luminescence, 20 h; Potency, µM (top dose mostly 53.6 µM), inactives show at the top dose activity, negative = inhibition, most hits filed as inhibitors; 310,000 compounds, 3.5% hits; AID 2546;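 also: Gal4-VP16 expression switched on by copper sulfate through the metallothionein promoter; % is scaled to controls: 0 for no effect and ±100 for the full control effect; nearly all actives have a fitted effect of over 50% in size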
p53 reactivator: restores transcriptional activity of mutant p53; H1299 p53-A138V BP100-luciferase reporter, luminescence, 24 h; Potency, µM (highest dose often 92.2 µM), without a hit: top-dose activity change, positive = activation, actives largely listed as activators; 320,000 compounds, 0.063% hits; AID 504706; also: % of control where 0% means no effect; nearly all actives have a fitted effect of over 45% in size
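p53-null H1299 cells stably carrying temperature-sensitive p53-A138V and a BP100-luciferase reporter were pinned with compounds (4-point, 1:5 series) and held 24 hrs at 37 deg C. Luminescence was read 10 min after detection reagent.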
BRCA1 expr up: BRCA1 expression activation; MCF7-BRCA1-FFLuc reporter, luminescence, 48 h; response scale: scaled: vehicle 0%, 10 µM genistein 100%; Potency, µM (series often up to 46.1 µM), for inactives: at the top dose activation, hits mostly activators; 380,000 compounds, 1.1% hits; AID 624202; also: nearly all actives have a fitted effect of over 80% in size; some results filed as inactive show a strong effect at the top dose
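Compounds are tested at multiple concentrations on MCF7 BRCA1-luciferase reporter cells seeded at 2000 per well; after 48 h, a single luminescence end-point is taken and curves fitted to the normalized data.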
An asterisk follows results filed as active; ? = inconclusive; . = no result given; [ ] = remark or other dose. Unless noted, calls follow the shape of the dose curve; as a rule, active = well fitted curve in the direction sought with a large enough effect; inconclusive = small, poorly fitted or top-dose-only effect, or another doubt; inactive = no such curve, though single readings can be large; an effect the other way counts as inactive or inconclusive. Potency is read from the fitted curve at half-maximal effect. Not all compounds are listed; the hit share may differ from the screen's.

SMILES	RORgamma inh	uPA surface inh	Rab9 promoter act	NPC1 promoter act	FLuc modulator	CXXC DNA block	MBNL1 CUG block	ELG1 genotoxic	VP16 counter	p53 reactivator	BRCA1 expr up
Cc1cccnc1NC(=O)CSc1nnc(COc2ccc(C(C)C)cc2)n1C	-30%	-3%	-7%	-1%	-9%	20%	-9%	3%	-9%	6%	-17%
Nc1nc2ccc(C(=O)NC3CCCCC3)cc2s1	12%	-7%	26%	16%	-18%	5%	1%	11%	-8%	?	-1%
COc1cccc(Nc2cc(N3CCOCC3)c3nonc3c2[N+](=O)[O-])c1	4%	2%	-2%	-1%	-1%	-7%	?	1%	-7%	-24%	-22%
O=C(N[C@@H](Cc1ccccc1)C(=O)O)c1cccnc1	20%	-2%	-3%	0%	1%	-13%	9%	1%	-4%	4%	-20%
CCOc1ccc(C2=Nn3c(nnc3-c3ccc(OC)cc3)SC2)cc1	-2%	-13%	-14%	-25%	1%	-13%	-7%	15%	-5%	-6%	-94%
CCCS(=O)(=O)N1CCCC(C(=O)NCCCOC(C)C)C1 (configuration not stated)	16%	0%	5%	0%	3%	3%	5%	17%	-6%	1%	-6%
CS(=O)(=O)c1ccc(NC(=O)CN2C(=O)C3CCCCC3C2=O)cc1 (configuration not stated)	-2%	2%	4%	-2%	-1%	0%	1%	4%	-6%	-3%	-1%
COC(=O)CN(c1cccc(C(C)=O)c1)S(C)(=O)=O	17%	9%	9%	8%	-9%	-2%	-6%	11%	-2%	1%	-3%
O=C(CCCOc1ccccc1)Nc1nc2ccccc2[nH]1	7.1µM*	-10%	?	?	11µM*	8%	1%	?	-7%	5%	6.3µM*
COc1ccccc1NC(=O)CSC1=NCCN1	-17%	-5%	2%	1%	3%	-3%	-5%[11.5 µM]	-3%	16%	-1%	-16%
C=CCNc1nc(-c2ccc(Cl)cc2)cs1	-40%	2%	2µM*	2.8µM*	1.3µM*	-8%	-3%	18%	?	?	?
CNc1nc(N)c(C(=O)C(C)(C)C)s1	?	-17%	0%	8%	-4%	21%	-4%	13%	-1%[0.365 µM]	0%	24%
C/C(Cc1ccccc1)=N\NC(=O)CCCCCC(=O)N/N=C(\C)Cc1ccccc1	-3%	1%	-8%	-3%	3%	-3%	1%	0%	-10%	-7%	-18%
CN1C(=O)c2oc3ccccc3c(=O)c2C1c1ccccn1 (configuration not stated)	-8%[0.365 µM]	4%	0%	-3%	3%	8%	14%	1%	.	-5%	-30%
O=C(NC(=S)Nc1ccccc1[N+](=O)[O-])c1ccccc1Cl	4µM*	3%	?	?	?	-7%	?	?	?	12%	13µM*
COC1OC(COC(=O)CNC(=O)OC(C)(C)C)C(O)C(O)C1O (configuration not stated)	-6%	-1%	0%	-1%	6%	10%	-17%	0%	-5%	0%	8%
Cc1ccsc1/C=N/NC(=S)NCc1ccccc1	0.022µM*	0%	14%	16%	-7%	1%	-7%	-6%	-76%	5%	5%
Cc1ccc(C(=O)CCNc2ccccc2)o1	-35%	-8%	.	.	?	20%	-8%	.	20%	.	-48%
COc1cc(/C=C/C(=O)c2ccc(C)c([N+](=O)[O-])c2)cc(OC)c1O	?	-8%	-9%	-1%	-16%	-3%	?	15%	?	-2%	-60%
CN(CC1CCCO1)S(=O)(=O)c1ccc(C(=O)Nc2nc(-c3ccccn3)cs2)cc1 (configuration not stated)	7.9µM*	4µM*	-17%	-10%	-4%	-3%	6%	0%	11µM*	12%	-67%
Cc1ccc2nc(/C(C#N)=C/c3cn[nH]c3-c3ccc(F)cc3)[nH]c2c1	?	-10%	2%	-10%	?	-4%	12%	-2%	-30%	-7%	-89%
CCCN1Cc2cccc(C(=O)N3CCN(c4cc(Cl)ccc4C)CC3)c2C1=O	7%	?	0%	1%	-2%	-9%	-3%	-8%	?	-10%	-16%
CCOC(=O)C1CCN(C(=O)C2c3ccccc3C(=O)N(C)C2c2ccc(OC)cc2)CC1 (configuration not stated)	40%[0.365 µM]	3%	-1%	0%	-1%	-2%	2%	-20%	.	-19%	4%
CCc1ccc(CN(C)CC(=O)Nc2ccc(S(=O)(=O)N3CCOCC3)cc2)cc1	.	?	-11%	0%	-1%	.	.	-4%	.	-4%	-11%
CN(C(=O)CC1C(=O)NCCN1Cc1ccc2ccccc2c1)C1CCOCC1 (configuration not stated)	-9%	-2%	11%	1%	2%	8%	3%	-1%	-4%	-3%	0%
SMILES	RORgamma inh	uPA surface inh	Rab9 promoter act	NPC1 promoter act	FLuc modulator	CXXC DNA block	MBNL1 CUG block	ELG1 genotoxic	VP16 counter	p53 reactivator	BRCA1 expr up
COc1ccc(NC(=O)CCNC(=O)c2ccco2)cc1Cl	-1%	-4%	-6%	-3%	0%	1%	-6%	3%	-1%	0%	15%
Cc1cccc(NC(=O)CSCC(=O)Nc2ccc(S(=O)(=O)N3CCOCC3)cc2)c1	.	5%	-3%	0%	3%	.	.	0%	.	-4%	-4%
COc1ccc(NC(=O)COC(=O)C2=COCCO2)cc1OC	4%	-3%	2%	-2%	1%	18%	0%	1%	-4%	?	16%
COc1cc(C)nc(Oc2ccc(OCc3ccccc3)nn2)n1	9%	2%	-5%	4%	-1%	-4%	-3%	1%	2%	-2%	-10%
C(=N\N1CCN(C2c3ccccc3-c3ccccc32)CC1)/c1cccnc1	-28%	3%	-4%	2%	-1%	3%	-10%	-1%	?	-1%	-22%
O=C(NC(Cc1ccccc1)C(=O)NCCc1ccccn1)c1cccs1 (configuration not stated)	2%	7%	-2%	2%	1%	9%	-6%	-1%	-1%	1%	13%
Cc1cn(-c2ccc(Br)cc2)[nH]c1=O	22%	-14%	18%	27%	?	6%	-5%	18µM*	0%[0.365 µM]	20%	?
COC(=O)[C@@]12CCCN1[C@H](c1ccc(-c3ccccc3)cc1)[C@@H]1C(=O)N(C)C(=O)[C@@H]12	.	-1%	0%	-3%	1%	.	.	-6%	.	-7%	11%
Nc1ccc(S(=O)(=O)C(F)(F)F)cc1N	-8%	0%	14%	-4%	-8%	0%	0%	-2%	-3%	-1%	-10%
COc1ccc(OC)c2sc(N(CCN(C)C)C(=O)/C=C/c3cccs3)nc12	16µM*	-2%	-4%	-13%	1%	1%	0%	17%	10µM*	15%	-47%
COc1ccc(CNC(=O)COC(=O)c2c(C)nn(-c3ccccc3)c2C)cc1OC	.	3%	-8%	-2%	0%	.	.	-8%	.	-9%	-23%
CN1CCc2nc(SCC(=O)Nc3ccc(OC(F)(F)F)cc3)c(C#N)c(-c3cccs3)c2C1	2%	2%	2%	8%	-4%	28%	140%[activator]	1%	-6%	-10%	-38%
CCn1nnnc1SCC(=O)Nc1ccc(OCc2ccccc2)cc1	-3%	-2%	10%	11%	-2%	-1%	?	-1%	18%	14%	10%
Cc1ccc(-c2nn(-c3ccccc3)cc2CN(Cc2ccccc2)C(=O)c2ccco2)o1	?	-5%	2%	0%	-2%	-2%	12%	-38%[inhibitor]	-86%	1%	-2%[1.84 µM]
COc1ccccc1CNC(=O)COC(=O)CSc1ccc(Cl)cc1	.	6%	0%	3%	1%	.	.	-8%	.	4%	-1%
CCOc1ccc(S(=O)(=O)Nc2cnc3ccccc3c2)cc1	?	-7%	-36%[inhibitor]	-17%	1%	31%[activator]	5%	-14%	6.3µM*	2%	-21%
CN(C)c1nc(SCc2ccc(Cl)cc2)nc2c1CCCC2	?	11%	1%	0%	4%	2%	7%	-4%	?	7%	-1%
COc1cccc(NC(=O)CSc2nnc(-c3ccoc3C)n2CC2CCCO2)c1 (configuration not stated)	33%	-1%	0%	-3%	2%	1%	5%	0%	-5%	1%	2%
Cc1ccc(C(=O)CSc2nnc(CNc3ccc(F)cc3)o2)cc1	-4%	-1%	1%	-5%	-2%	-1%	-10%	2%	15%	0%	-12%
Cc1ccc(S(=O)(=O)NCCC(=O)NCCN2CCCCCC2)cc1	11%	7%	2%	3%	1%	18%	-2%	-4%	18%	-4%	-16%
Cc1cc2ncn(C(=O)c3cc(-c4ccccc4)nc4ccccc34)c2cc1C	-9%	1%	1%	0%	?	0%	6%	1%	-7%	-4%	-5%
CCOc1ccc(-c2cc(C(=O)N/N=C/c3cccnc3)c3ccccc3n2)cc1	?	-7%	?	-9%	0.38µM*	-2%	-2%	16%	?	-12%	-27%
CC(C)CCNC(=O)Cn1c2c(c(-c3ccccc3Cl)cc1=O)CCC2	32%	15%	-7%	1%	-2%	-5%	12%	-5%	-17%	-4%	-12%
